HEK293 NOD2/NF-kB = inhibition of NOD2-driven NF-kB reporter – cell-based, luminescence, uHTS, HEK293 (AID 1566); HEK293 NOD2/NF-kB luciferase reporter, luminescence; higher % means a stronger effect; inhibition, % at 4 µM, or EC50 in µM where a hit was titrated; 290,000 tested, 0.63% active; also: many of its hits are not listed in these tables
GPR55 activation = GPR55 agonists via beta-arrestin recruitment, primary screen, imaging, U2OS cells, beta-arrestin-GFP redistribution (AID 1961); U2OS GPR55 beta-arrestin-GFP redistribution imaging; higher % means a stronger effect; 290,000 tested, 0.048% active; one-dose activation, % at 10 µM; EC50 in µM for titrated hits;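 active = activation above 40% with more than 50 cells counted in the well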;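 also: U2OS osteosarcoma cells stably expressing GPR55 and beta-arrestin-GFP; plate controls were DMSO negative control for no effect and LPI positive control for full effect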
MgcRacGAP inhibition = MgcRacGAP GTPase-activating activity inhibitors, confirmation, biochemical, ADP Hunter fluorescence; AID 624330; 340,000 tested, 0.6% active; MgcRacGAP-stimulated Rac1 GTP hydrolysis, ADP Hunter fluorescence; higher % means a stronger effect; GST-tagged Rac1 F28L mutant substrate; inhibition, % at 30 µM, or IC50 in µM where a hit was titrated;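 active = first-screen hits whose inhibition reached a set limit at any dose in the follow-up dose series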;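 also: fluorescence reports GDP produced by GAP-driven GTP hydrolysis; strong numbers were not always called active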
NOD1 NF-kB reporter = NOD1 signaling inhibitors, primary screen, cell-based, luminescence, uHTS (AID 1578); NOD1-driven NF-kB luciferase reporter cells, luminescence; higher % means a stronger effect; 290,000 tested, 1% active; inhibition, % at 4 µM; hits with a dose series show EC50 in µM; in the data active = inhibition mostly above about 36%, no sharp cut-off; inactive = mostly below about 34%;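 also: HEK-293T reporter cells stimulated with the NOD1 agonist gamma-tri-DAP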
GPR55 antagonists = inhibition of LPI-stimulated GPR55 beta-arrestin translocation – imaging, U2OS, beta-arrestin-GFP, LPI agonist, primary screen (AID 2013); 290,000 tested, 0.13% active; inhibition, % at 10 µM, or IC50 in µM where a hit was titrated; U2OS GPR55 beta-arrestin-GFP translocation imaging, LPI antagonism; higher % means a stronger effect;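 active = spots per cell inhibited over 60%, with over 100 cells counted and total cytoplasm intensity under 500,000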;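 also: U2OS cells stably carrying GPR55 and arrestin-GFP stimulated by 5 µM LPI near EC80; imaged beta-arrestin-GFP aggregate spots per cell after agonist stimulation; plate controls were LPI-stimulated DMSO wells for no effect and DMSO wells without LPI for full effect; some results filed as inactive read as strong as hits; confirmed hits need IC50 under 10 µM and bright autofluorescent wells are also inconclusive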
Large T inhibition = TAg ATPase/helicase activity blockers – biochemical (AID 1903); SV40 large T antigen ATPase/helicase inhibition assay; higher % means a stronger effect; inhibition, % at 20 µM, or IC50 in µM where a hit was titrated; 310,000 tested, 0.39% active; in the data active = a potency from the dose series; also: strong numbers were not always called active
KOR beta-arrestin-1 = KOR antagonists, beta-arrestin recruitment, cell-based, luminescence, uHTS (AID 1778); KOR beta-arrestin recruitment, luminescence, antagonist mode; higher % means a stronger effect; inhibition, % at 10 µM, or IC50 in µM where a hit was titrated; 290,000 tested, 0.091% active; also: strong numbers were not always called active
HIV peptide binding = inhibitors of HIV fusion peptide binding, primary screen, biochemical, uHTS, fluorescence dequenching (AID 1986). 290,000 tested, 0.3% active. inhibition, % at 20 µM, or IC50 in µM where a hit was titrated. cell-free peptide binding, fluorescence dequenching, 30 min; higher % means a stronger effect; in the data active = inhibition mostly above about 52%, no sharp cut-off; inactive = mostly below about 76%; also: some results filed as inactive read as strong as hits
KOR beta-arrestin-2 = KOR agonists, beta-arrestin recruitment, primary screen, cell-based, luminescence, uHTS (AID 1777); 280,000 tested, 0.02% active; KOR beta-arrestin recruitment, luminescence; higher % means a stronger effect; activation, % at 10 µM, or EC50 in µM where a hit was titrated; in the data active = activation above about 50%, passing the limit was not always enough; also: a part of the inactive calls stands beside numbers as strong as those of hits
Starred values were filed as active, the others as inactive; · = no result given; [ ] = another dose, or the depositor's remark. Rule as the data show it, unless noted: active = inhibition above about 50%; inactive = the rest.

SMILES	HEK293 NOD2/NF-kB	GPR55 activation	MgcRacGAP inhibition	NOD1 NF-kB reporter	GPR55 antagonists	Large T inhibition	KOR beta-arrestin-1	HIV peptide binding	KOR beta-arrestin-2
O=C(O)CCNC(=O)c1ccc(NC(=O)Cc2ccc(Cl)cc2)cc1	10%	-0.6%	-9%	-44%	11%	11%	-18%	0.4%	-4.9%
CCNC(=S)N1CCN(CCN=CC2=C(O)CC(c3ccco3)CC2=O)CC1 (configuration not stated)	7%	0.3%	7%	8%	-4%	15%	-25%	-1.9%	1.8%
CC(=O)C1=C(C)N(Cc2ccccc2)C(=O)N[C@@H]1c1cccc(C(F)(F)F)c1	15%	-0.2%	-5%	6%	15%	7%	11%	0.7%	1.2%
Cc1cccc(NC2(C(F)(F)F)N=C3SCCN3C2=O)n1 (configuration not stated)	9%	-0.2%	1%	-4%	-6%	3%	-76%	0.5%	-1.8%
CC(C)OC(=O)CSc1nnc2c(n1)[nH]c1ccc(F)cc12	-6%	0.2%	-4%	-46%	8%	7%	-20%	0.7%	5.4%
O=C(N1CCOCC1)N1CCN(S(=O)(=O)c2ccc(F)cc2)CC1	10%	-0.1%	0%	30%	3%	-12%	-31%[20 µM]	-1.4%	2.4%
CN(C)Cc1c(O)ccc2[nH]cnc12	-5%	0.3%	7%	-8%	32%	10%	28%	0.9%	-1.0%
O=C(NNC(=S)NC1CC2C=CC1C2)c1ccncc1 (configuration not stated)	16%	-0.1%	11%	-7%	-1%	16%	18%	-1.3%	-1.4%
COc1ccc(NC(=O)CN2C(=O)CSC(C)C2=O)cc1 (configuration not stated)	7%	-0.1%	0%	-45%	6%	0%	-8%	1.6%	-7.5%
c1ccc(OCCCc2nc(-c3ccccn3)no2)cc1	-36%	0.2%	14%	-18%	3%	1%	3%	-2.2%	0.2%
O=C(NNC(=S)NCc1ccco1)c1ccc(S(=O)(=O)N2CCOCC2)cc1	-3%	-0.2%	10%	-28%	-12%	9%	-32%	-0.9%	1.9%
CC1=CC(C)C(/C=N/N=C(N)N)C(C)C1 (configuration not stated)	-14%	-0.2%	-1%	-12%	4%	6%	-6%	-1.1%	1.6%
Cc1ccc(-c2csc3ncnc(SCC(=O)O)c23)cc1	-1%	0.2%	4%	-12%	-3%	14%	-10%	0.9%	4.0%
Cc1cc(C)n(C(=O)c2cc3sccc3[nH]2)n1	-39%	-0.2%	4%	-39%	-4%	-1%	16%	2.7%	0.9%
COc1ccccc1/C=N/NC(=O)C(NC(=O)c1ccccc1)=C(C)C	7%	0.0%	4%	-18%	12%	3%	33%	-0.2%	-2.1%
COc1ccc(NC(=O)c2cc(-c3ccccc3O)n[nH]2)cc1Cl	7%	0.5%	6%	-5%	4%	6%	-4%	-1.4%	4.1%
O=C(/C=C/c1ccco1)Nc1ccc(N2CCCC2)cc1	-104%	-0.8%	28%	-55%	2%	15%	2%	-2.3%	3.0%
Cc1cccc(OCC(=O)Nc2ccc(CN3CCOCC3)cc2)c1C	-13%	-0.1%	8%	-24%	19%	11%	5%	-1.5%	-4.4%
CCN(c1ccc(OCC(=O)OCC(=O)Nc2ccc(F)c(F)c2F)cc1)S(=O)(=O)c1ccccc1	10%	-0.4%	5%	-23%	13%	0%	1%	-0.2%	1.4%
Cc1ccc(C(=O)NCCc2ccc(S(=O)(=O)N3CCCC3)cc2)cc1	6%	0.2%	4%	-16%	9%	6%	8%[20 µM]	5.3%	·
Cc1cccc(NC(=O)CSc2nnc(Cc3ccccc3)o2)c1	14%	-0.2%	8%	-38%	9%	3%	-8%	1.5%	2.0%
COc1ccccc1CNC(=O)c1ccccc1N	9%	0.2%	5%	-12%	24%	6%	-30%	-1.3%	-0.1%
CC(=O)c1sc(NC(=O)c2ccc(C(C)(C)C)cc2)nc1C	-156%	0.7%	1%	-32%	0%	0%	2%	1.5%	-0.1%
Fc1cccc(CNCc2ccc3c(c2)OCO3)c1	-12%	-0.1%	4%	-12%	-11%	4%	-28%[20 µM]	1.1%	-3.6%
COc1ccc(C(C)=O)cc1COc1cccc2cccnc12	15%	-0.2%	0%	-3%	8%	13%	-19%[20 µM]	-0.7%	-1.7%
COc1ccccc1N(C)S(=O)(=O)c1ccc(C(=O)OCC(=O)NCc2cccs2)cc1	15%	0.0%	-4%	-2%	-7%	14%	-12%	0.6%	-2.7%
O=C(COc1cc(O)c2c(=O)c3ccccc3oc2c1)OCc1ccccc1	8%	0.0%	-6%	-6%	0%	18%	-154%	-1.2%	18%
COc1cc(NC(=O)C2CC(c3ccccc3O)=NO2)c(OC)cc1Cl (configuration not stated)	14%	-0.1%	11%	-20%	-3%	6%	26%	0.3%	-5.1%
CCNc1nc(CSc2ccccc2)nc2sc(C)c(C)c12	14%	-0.3%	-2%	9%	40%	19%	-16%	-1.9%	-2.1%
COc1ccc(C(C)=O)cc1COc1cccnc1[N+](=O)[O-]	11%	0.0%	8%	8%	-6%	13%	13%	-1.0%	-1.3%
CCOC(=O)Cc1c(C)nc2c(-c3ccc(OC)cc3)c(C)nn2c1C	-17%	0.5%	1%	-4%	6%	8%	12%	-0.3%	7.0%
CC(C(=O)Nc1ccccc1-c1ccccc1)N1CCN(C(=O)c2ccccc2)CC1 (configuration not stated)	15%	0.3%	12%	0%	16%	14%	30%	2.2%	0.6%
CCCCc1ccc(NC(=S)N2CCC(O)CC2)cc1	-24%	0.1%	4%	-23%	-3%	24%	16%	-1.9%	-5.1%
Cc1cccc(C)c1N(CC(=O)NC1CCCCC1)C(=O)c1csnn1	-9%	-0.2%	7%	-8%	-33%	5%	6%	0.0%	4.2%
O=C(Nc1ccc(F)cc1)c1ccccc1S(=O)(=O)c1ccccc1[N+](=O)[O-]	-2%	0.3%	2%	-22%	15%	7%	0%	-0.3%	7.6%
CC1CN(S(=O)(=O)c2cccc(C(=O)OCC(=O)c3cccs3)c2)CC(C)O1 (configuration not stated)	-1%	-0.1%	7%	-7%	1%	16%	9%	-2.4%	-3.2%
CCCCNC1=CC(=O)C(=O)c2ccccc21	-26%	-0.1%	-10%	-7%	-7%	18%	-74%[20 µM]	-3.2%	·
CCN(Cc1cc2cc(C)ccc2[nH]c1=O)S(=O)(=O)c1ccccc1	10%	0.8%	5%	-6%	7%	18%	24%	-2.2%	2.8%
CCCN(CCO)Cc1cccc(Br)c1	-2%	-0.3%	17%	-19%	-4%	-1%	13%	-0.2%	-0.8%
O=C(NC(=S)N(Cc1ccccc1)Cc1ccccc1)C1CCCCC1	5%	-0.2%	3%	19%	-15%	5%	-9%	-1.6%	4.2%
Cc1nn(C)c(C(=O)Nc2ccn(Cc3c(F)c(F)cc(F)c3F)n2)c1[N+](=O)[O-]	-5%	0.0%	6%	19%	-8%	6%	-47%	-0.8%	5.8%
COc1ccc(Cc2nnc(NC(=O)c3ccco3)s2)cc1	-19%	-0.1%	6%	15%	-3%	6%	-17%	0.9%	1.3%
CC(C)(C)C(=O)Nc1ncc(C(F)(F)F)cc1Cl	5%	0.2%	11%	-16%	11%	7%	31%	-1.8%	-1.3%
Cc1ccc(C(=O)COC(=O)CCN2C(=O)C3C4C=CC(C5CC45)C3C2=O)cc1 (configuration not stated)	-23%	0.6%	5%	-35%	7%	3%	-15%	1.5%	7.6%
Cc1ccc(Cl)cc1N(CC(=O)N1CCCCCC1)S(C)(=O)=O	10%	-0.2%	3%	1%	2%	4%	11%	-3.7%	-3.8%
CCSc1nc(O)cc(=O)[nH]1	17%	0.3%	9%	-9%	-4%	2%	27%	1.5%	0.3%
O=c1cc(CN2CCN(S(=O)(=O)c3ccc4c(c3)OCCO4)CC2)c2ccc(O)cc2o1	-2%	0.0%	5%	-1%	7%	19%	-17%	7.5%	-0.3%
COc1ccc(N(C(=O)c2cc3ccccc3oc2=O)C2C=CS(=O)(=O)C2)c(OC)c1 (configuration not stated)	7%	0.1%	5%	-29%	0%	8%	4%	-2.1%	-4.0%
O=C(COC(=O)Cn1cnc2ccccc21)NCCc1ccc(Cl)cc1	17%	0.2%	8%	1%	5%	24%	-16%	17%	-2.9%
O=C(O)c1cc(S(=O)(=O)Nc2ccc3c(c2)OCCO3)c(Cl)cc1Cl	26%	0.2%	-4%	-6%	-8%	-3%	14%	1.0%	-1.0%
O=C(c1ccc(Br)o1)N(c1ccccn1)C1CCCCC1	-4%	1.8%	-2%	4%	13%	4%	-4%	-1.8%	-3.3%
COc1cc(C(=O)NNC(=O)c2ccc(S(=O)(=O)N3CCCCC3)cc2)cc(OC)c1OC	7%	-0.2%	6%	-16%	8%	17%	16%	0.0%	-2.0%
O=C(Nc1ccc(Cl)cn1)c1cccc(S(=O)(=O)N2CCOCC2)c1	-4%	0.0%	1%	11%	5%	-3%	-40%	-2.0%	1.4%
COc1cccc(OCc2nc(-c3cccc([N+](=O)[O-])c3)no2)c1	8%	-0.4%	·	1%	-4%	-2%	-11%	-0.2%	3.2%
Cc1nc2cc(S(=O)(=O)C(F)(F)F)ccc2s1	0%	-0.2%	5%	-6%	-23%	-3%	-4%	-0.5%	-4.6%
CCOc1ccc(C(=O)n2cnnc2N)cc1	-4%	0.0%	9%	-5%	-1%	9%	10%	-1.1%	2.8%

Arranged by value in Large T inhibition (falling): 6 of the compounds above.
SMILES	HEK293 NOD2/NF-kB	GPR55 activation	MgcRacGAP inhibition	NOD1 NF-kB reporter	GPR55 antagonists	Large T inhibition	KOR beta-arrestin-1	HIV peptide binding	KOR beta-arrestin-2
COc1cc(C(=O)NNC(=O)c2ccc(S(=O)(=O)N3CCCCC3)cc2)cc(OC)c1OC	7%	-0.2%	6%	-16%	8%	17%	16%	0.0%	-2.0%
COc1ccc(N(C(=O)c2cc3ccccc3oc2=O)C2C=CS(=O)(=O)C2)c(OC)c1 (configuration not stated)	7%	0.1%	5%	-29%	0%	8%	4%	-2.1%	-4.0%
Cc1nn(C)c(C(=O)Nc2ccn(Cc3c(F)c(F)cc(F)c3F)n2)c1[N+](=O)[O-]	-5%	0.0%	6%	19%	-8%	6%	-47%	-0.8%	5.8%
O=C(c1ccc(Br)o1)N(c1ccccn1)C1CCCCC1	-4%	1.8%	-2%	4%	13%	4%	-4%	-1.8%	-3.3%
Cc1ccc(C(=O)COC(=O)CCN2C(=O)C3C4C=CC(C5CC45)C3C2=O)cc1 (configuration not stated)	-23%	0.6%	5%	-35%	7%	3%	-15%	1.5%	7.6%
COc1cccc(OCc2nc(-c3cccc([N+](=O)[O-])c3)no2)c1	8%	-0.4%	·	1%	-4%	-2%	-11%	-0.2%	3.2%

Screens: PubChem, several laboratories

The list is partial; the hit share may differ from the screen's.
